Source: PubChem BioAssay
Rab2A wt mod: modulators of GTP binding to Rab2A wildtype, primary screen, biochemical, dog, bead-based flow cytometry, multiplex | Ras-related protein Rab-2A (Canis lupus familiaris), P61105 | GST-Rab2 wt beads, Bodipy-GTP binding | GTP binding activity, % at 10 µM | actives 0.19% (n = 190,000) | AID 760, 2007;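 active = GTP binding activity at least 20 points away from 100%, either lowered or raised; inconclusive = signal likely due to the compound's own green fluorescence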;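 note: 0% = beads with excess unlabeled GTP and 100% = no-compound control corrected for plate trend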
Rab7 wt modul: modulators of GTP binding to Rab7, primary screen, biochemical, wildtype, multiplex bead flow cytometry; GST-Rab7 beads, fluorescent GTP binding; actives lie on both sides; untreated = 100%, excess cold GTP = 0%; AID 758, 2007; GTP binding activity (percent of control), % at 10 µM; actives 0.055% (n = 190,000); Rab7 GTPase wild type (dog), Bodipy-FL-GTP binding;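 active = fluorescent GTP binding to Rab7 beads changed by at least 20 points from the 100% baseline, either direction, mostly lower; inconclusive = compound itself probably fluorescent, or too few beads counted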;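 note: median green fluorescence of bound Bodipy-FL-GTP per Rab7 bead population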
Bim-Bcl-2: inhibitors of Bim-Bcl-2 binding, primary screen, biochemical, multiplexed, human Bcl-2 family | inhibition, % at 10 µM | actives 0.06% (n = 190,000) | Bead-based flow cytometry, Bim peptide-Bcl-2 binding; in the data active = inhibition above about 40%; inconclusive = no clear call, values can overlap the other calls;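 note: 0% = no compound wells with probe peptide and 100% = reference peptide inhibitor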
Target sequence (P10415 whole entry, looked up): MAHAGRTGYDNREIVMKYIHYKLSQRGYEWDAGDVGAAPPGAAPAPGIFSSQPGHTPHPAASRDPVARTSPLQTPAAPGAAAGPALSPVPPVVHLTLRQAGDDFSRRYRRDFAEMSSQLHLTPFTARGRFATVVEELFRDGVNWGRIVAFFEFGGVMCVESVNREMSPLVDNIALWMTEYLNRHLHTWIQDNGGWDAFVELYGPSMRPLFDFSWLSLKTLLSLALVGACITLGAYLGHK
Rac1 act GTP bind: GTP binding modulators of activated mutant Rac1, primary screen, biochemical, bead-based flow cytometry, multiplex, fluorescent GTP; Ras-related C3 botulinum toxin substrate 1 (Homo sapiens), P63000; GST-Rac1 activated beads; actives lie on both sides; 100% means binding = to untreated wells; percent activity (GTP binding), % at 10 µM; actives 0.11% (n = 190,000); AID 764, 2007;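 active = GTP binding at least 20 percentage points away from the 100% baseline, in either direction, so actives lie on both sides; inconclusive = Compound likely fluorescent itself, or too few beads counted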
Bcl-B Bim block: inhibitors of Bim-Bcl-B binding, primary screen, biochemical, multiplexed, human Bcl-2 family | inhibition, % at 10 µM | actives 0.073% (n = 190,000) | bead-based flow cytometry, Bim peptide-Bcl-B binding | Bcl-2-like protein 10 (Homo sapiens), Q9HD36;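 note: 0% = tracer peptide without compound and 100% = reference inhibitor peptide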
Target sequence (Q9HD36 whole entry, looked up): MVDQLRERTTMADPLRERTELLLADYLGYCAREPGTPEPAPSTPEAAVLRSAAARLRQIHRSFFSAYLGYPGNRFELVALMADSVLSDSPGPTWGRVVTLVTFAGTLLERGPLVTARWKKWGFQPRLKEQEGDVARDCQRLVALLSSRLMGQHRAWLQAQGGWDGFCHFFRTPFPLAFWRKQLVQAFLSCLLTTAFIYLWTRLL
Bfl-1 Bim block: inhibitors of Bim binding to Bfl-1, primary screen, biochemical, multiplexed, bead-based flow cytometry; Bcl-2-related protein A1 (Homo sapiens), Q16548; Bim-Bfl-1 binding inhibition; inhibition, % at 10 µM; actives 0.12% (n = 190,000); AID 1008, 2008;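 note: 0% = wells without compound plus tracer and 100% = blocker peptide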
HRas wt GTP bind: modulators of GTP binding to HRas wildtype, primary screen, biochemical, bead-based flow cytometry, multiplex; actives 0.14% (n = 190,000); GTP binding activity, % at 10 µM; GST-Ras wt beads, Bodipy-FL-GTP binding; actives lie on both sides; GTPase HRas (Homo sapiens), P01112;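 active = GTP binding activity at least 20% away from the 100% baseline, either lowered as inhibitor or raised as activator; inconclusive = flagged as likely green fluorescent, judged across all proteins in the well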;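 note: 0% = unlabeled GTP competition control and 100% = no-compound control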
Rac1 wt modul: wildtype Rac1 GTP binding modulators, primary screen, biochemical, GST-Rac1 beads, flow cytometry, multiplex | Ras-related C3 botulinum toxin substrate 1 (Homo sapiens), P63000 | fluorescent GTP binding; actives lie on both sides; 0 = cold GTP competed, 100 = untreated | GTP binding activity (% of control), % at 10 µM | actives 0.27% (n = 190,000) | AID 757, 2007;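 active = GTP binding activity at least 20 points away from the 100% control level, either lower or higher; inconclusive = compound flagged as likely green fluorescent, judged across all proteins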
Bcl-XL Bim block: inhibitors of Bim-Bcl-XL binding, primary screen, biochemical, multiplexed, bead flow cytometry, human Bcl-XL; actives 0.04% (n = 190,000); AID 1007, 2008; inhibition, % at 10 µM; Bcl-2-like protein 1 (Homo sapiens), Q07817; Bim peptide-Bcl-XL binding, fluorescence
Target sequence (Q07817 whole entry, looked up): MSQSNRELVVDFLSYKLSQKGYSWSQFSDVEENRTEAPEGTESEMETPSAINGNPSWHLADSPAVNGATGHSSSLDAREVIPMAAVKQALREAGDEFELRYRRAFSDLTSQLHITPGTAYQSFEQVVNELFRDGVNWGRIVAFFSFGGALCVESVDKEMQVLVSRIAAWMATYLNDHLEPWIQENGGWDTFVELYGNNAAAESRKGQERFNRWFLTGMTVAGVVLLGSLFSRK
Bcl-W Bim block: inhibitors of Bim binding to Bcl-W, primary screen, biochemical, multiplexed, bead-based flow cytometry. Bcl-2-like protein 2 (Homo sapiens), Q92843. Bim peptide-Bcl-W binding. inhibition, % at 10 µM. actives 0.02% (n = 190,000). AID 952, 2007;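 note: 0% = bound tracer without compound and 100% = peptide blocker; higher means less fluorescent Bim peptide bound to Bcl-W beads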
Target sequence (Q92843 whole entry, looked up): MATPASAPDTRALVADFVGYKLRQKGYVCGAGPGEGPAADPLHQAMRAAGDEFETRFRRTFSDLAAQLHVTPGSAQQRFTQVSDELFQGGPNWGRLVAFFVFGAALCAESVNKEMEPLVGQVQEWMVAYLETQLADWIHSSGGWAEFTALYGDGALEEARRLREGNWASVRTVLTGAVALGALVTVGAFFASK
Cdc42 wt GTP: modulators of GTP binding to wildtype Cdc42, primary screen, biochemical, multiplex bead flow cytometry, Bodipy-GTP. percent activity (GTP binding), % at 10 µM. Cell division control protein 42 homolog (Homo sapiens), P60953. GST-Cdc42 beads; actives lie on both sides. actives 0.2% (n = 190,000);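 active = percent activity GTP binding at least 20 points away from the 100% baseline, either down as inhibitor or up as activator; inconclusive = compound flagged as likely green fluorescent from well-wide comparison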;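 note: median bead fluorescence of bound Bodipy-FL-GTP at 100 nM; 0% = excess unlabeled GTP control and 100% = no compound control; below 100% means less GTP binding so inhibitor and above means activator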
* marks the source's active call; other numbers are inactive results; ? = inconclusive. Cut-off read from the data, not from the text of the source, unless noted: active = inhibition above about 40%.

Values run as follows: Bfl-1 Bim block, HRas wt GTP bind, Rac1 wt modul, Cdc42 wt GTP, Bcl-B Bim block, Bcl-W Bim block, Bcl-XL Bim block, Rab7 wt modul, Rab2A wt mod, Rac1 act GTP bind, Bim-Bcl-2
CN(C)S(=O)(=O)c1ccc(Cl)c(NC(=O)COC(=O)CN2C(=O)NC(C)(C)C2=O)c1
    0, 100, 102, 100, -1, 1, 0, 102, 99, 98, 2
COc1ccc(NC(=O)Nc2sc(NS(=O)(=O)c3ccccc3)nc2C)cc1
    -2, 94, 95, 93, -6, 0, -1, 96, 95, 97, 0
O=C1CSC(=O)N1CC(O)COc1ccc(Cl)cc1 (stereo not given)
    -9, 100, 102, 102, -7, 0, -5, 99, 100, 98, -6
Cc1nc(C)c(-c2csc(N)n2)s1
    0, 98, 106, 103, 0, -1, -1, 95, 103, 99, -2
COc1cccc(NC(=O)CCNC(=O)c2ccccc2Cl)c1
    -7, 99, 103, 100, -4, -5, 0, 97, 98, 99, -2
CCOc1ccc(C2C(C(=O)c3ccco3)=C(O)C(=O)N2Cc2cccnc2)cc1OC (stereo not given)
    -8, 97, 94, 98, -4, 0, -8, 96, 94, 94, -4
Cc1ccc(Nc2nc3ccccc3c(=O)[nH]2)cc1C
    -7, 98, 98, 97, -8, -2, -1, 97, 98, 96, -5
Cc1ccc(S(=O)(=O)Nc2ccc(NC(=O)c3ccc(F)cc3)cc2)cc1
    -5, 100, 98, 103, -5, 0, -6, 101, 102, 99, 0
CC(C)Cn1c2c(c(O)c(C(=O)Nn3c(Cc4ccccc4)nc4ccccc4c3=O)c1=O)CCCC2
    0, 96, 103, 92, -4, -5, -5, 96, 95, 96, -1
c1ccc(-c2nc(NCC3CCCO3)c3oc4ccccc4c3n2)cc1 (stereo not given)
    0, 101, 95, 99, 1, 3, 2, 102, 102, 94, -2

The results go on.
Values run as follows: Bfl-1 Bim block, HRas wt GTP bind, Rac1 wt modul, Cdc42 wt GTP, Bcl-B Bim block, Bcl-W Bim block, Bcl-XL Bim block, Rab7 wt modul, Rab2A wt mod, Rac1 act GTP bind, Bim-Bcl-2
CCOC(=O)C1=C(O)CSC1=Nc1cccc2ccccc12
    0, 98, 96, 99, -4, -1, 2, 101, 91, 97, 0
CC1Oc2ccccc2C=C1/C=N/NC(=O)c1ccccc1O (stereo not given)
    -5, 99, 101, 101, -8, -4, -1, 98, 97, 97, -5
O=C(CSc1nc2ccccc2c(=O)n1CCCO)NCc1ccccc1
    -2, ?, ?, ?, 1, -1, -1, ?, ?, ?, 0
O=C(O)CCCc1c(-[n+]2ccccc2)[nH]c2ccccc12
    0, 95, 95, 99, -5, -11, -14, 94, 98, 95, -3
CCC1CCCCN1Cc1ccc(OC)c(OC)c1 (stereo not given)
    -8, 98, 97, 99, -5, -1, -4, 96, 99, 98, -6
O=C(CSc1nncs1)NC(=O)NCc1ccccc1
    -7, 104, 110, 102, -4, 1, -2, 100, 101, 100, -6
COc1cc2c(cc1OC)CN(C(=O)CSc1nnc(C)s1)CC2
    6, 104, 104, 101, 4, 5, 4, 100, 102, 100, 7
CCN1CCN(C(c2cccc(OC)c2OC)c2nnnn2Cc2ccco2)CC1 (stereo not given)
    -6, 98, 101, 96, -6, 0, -4, 102, 98, 98, -3
Cn1cnnc1Sc1ccc(C(=O)NCCC23CC4CC(CC(C4)C2)C3)cc1[N+](=O)[O-]
    -3, 98, 99, 90, -3, -2, -1, 97, 99, 99, -4
CC1(C)Cc2ccccc2C2CC(O)C(=O)N21 (stereo not given)
    -3, 104, 104, 105, -9, -1, -2, 101, 104, 100, -9

Next part
Values run as follows: Bfl-1 Bim block, HRas wt GTP bind, Rac1 wt modul, Cdc42 wt GTP, Bcl-B Bim block, Bcl-W Bim block, Bcl-XL Bim block, Rab7 wt modul, Rab2A wt mod, Rac1 act GTP bind, Bim-Bcl-2
CCN(C(=O)CSc1ccc2ccccc2n1)C1CCS(=O)(=O)C1 (stereo not given)
    -4, 99, 100, 96, -3, -2, -3, 108, 101, 97, -3
CC(C)(C)C(=O)NCCc1nc2ccccc2n1CC(=O)c1ccc(Cl)cc1
    0, 101, 101, 98, -5, -3, -6, 98, 98, 100, 0
CCC(C)(C)NC(=O)C(c1ccc(F)cc1)N(Cc1cccs1)C(=O)c1cnccn1 (stereo not given)
    -17, 98, 97, 93, -8, -4, -1, 106, 100, 94, -12
C=CCNC(=O)COC(=O)c1ccc(Cl)c(S(=O)(=O)N(Cc2ccccc2)c2ccccc2)c1
    -14, 101, 104, 100, -14, -7, -8, 100, 98, 98, -5
COc1ccc2c(c1OC)CCC2=O
    -2, 101, 102, 104, -6, -4, -7, 94, 100, 100, -1
CCN1CCC(NC(=O)Nc2cccc(C(F)(F)F)c2)CC1
    -3, 98, 99, 95, -3, -1, -3, 100, 95, 94, -2
CCCn1c(N)c(C(=O)CSc2nc(C)cs2)c(=O)[nH]c1=O
    -3, 99, 98, 101, -3, -4, -1, 96, 98, 98, -3
Cc1cc(=O)[nH]c(SCC(=O)Nc2ccnc3ccccc23)n1
    -9, 99, 100, 96, -2, 3, 2, 99, 92, 94, -5
Cc1ccc(NC(=O)C2CC(=O)N(Cc3ccccc3)C2)cc1S(=O)(=O)N1CCCCCC1 (stereo not given)
    -4, 96, 103, 101, -7, -4, -4, 99, 99, 100, -7
Cn1c2ccccc2c(=O)c2c(O)cccc21
    -4, 93, 95, 95, 0, 0, 0, 98, 95, 95, -1

The results go on.
Values run as follows: Bfl-1 Bim block, HRas wt GTP bind, Rac1 wt modul, Cdc42 wt GTP, Bcl-B Bim block, Bcl-W Bim block, Bcl-XL Bim block, Rab7 wt modul, Rab2A wt mod, Rac1 act GTP bind, Bim-Bcl-2
CN1CC(=O)N(CC(=O)Nc2cc(Cl)cc(Cl)c2)C1=O
    -6, 97, 97, 92, -2, 0, 0, 103, 96, 93, -4
CCC(c1nnnn1C(C)(C)CC)N(CCCO)Cc1cc2cccc(C)c2[nH]c1=O (stereo not given)
    -2, 102, 104, 103, -2, -1, -3, 97, 100, 101, 0
OCCN1CCN(CC(O)COc2ccc(Cl)cc2)CC1 (stereo not given)
    -14, 99, 103, 104, -4, -1, -4, 101, 98, 100, -7
OCC1(Cc2ccccc2)CCCN(Cc2ccc(-c3ccco3)cc2)C1 (stereo not given)
    6, 94, 98, 95, -2, 6, 3, 96, 96, 98, 5
CC1=C/C(=N\N=C2\NC(=O)C(CC(=O)Nc3ccccc3)S2)CC(C)(C)C1 (stereo not given)
    -5, 92, 95, 91, -3, -3, -2, 92, 93, 92, -3
C=CCn1c(SCn2nnc3ccccc3c2=O)nnc1-c1ccc(F)cc1
    -15, 103, 111, 107, -13, -2, -6, 102, 98, 98, -15
CCc1ccccc1NC(=O)Nc1ccc(F)cc1F
    -5, 101, 97, 99, -1, -2, 0, 106, 102, 96, -1
COc1ccc(C(=O)NNC(=O)c2ccccc2[N+](=O)[O-])cc1Br
    0, 98, 101, 101, -3, -2, -5, 99, 98, 96, -3
O=C(Nc1nc(-c2ccccn2)cs1)C1CCCC1
    4, 96, 98, 92, -10, 0, 0, 97, 96, 95, 1
COCc1cc(Sc2ccc(OC)cc2)nc(-c2ccccc2)n1
    -5, 98, 97, 95, -6, 0, -3, 99, 96, 94, 0

Next results
Values run as follows: Bfl-1 Bim block, HRas wt GTP bind, Rac1 wt modul, Cdc42 wt GTP, Bcl-B Bim block, Bcl-W Bim block, Bcl-XL Bim block, Rab7 wt modul, Rab2A wt mod, Rac1 act GTP bind, Bim-Bcl-2
Cc1ccc(N(CC(=O)O)C2SC(=O)NC2=O)cc1 (stereo not given)
    -3, 98, 100, 99, -5, -2, -5, 96, 98, 97, -5
N#CCCn1cc(C=C(C#N)C#N)c(-c2ccc(-c3ccccc3)cc2)n1
    -18, 97, 99, 98, -8, -4, -5, 95, 94, 98, -13
COC(=O)CCC(=O)NS(=O)(=O)c1ccc(N=NN2CCOCC2)cc1
    -5, 96, 96, 92, -2, -1, -5, 100, 99, 96, -1
O=C(NNC(=O)c1ccccc1[N+](=O)[O-])c1cnccn1
    4, 99, 101, 98, 2, 2, 3, 98, 97, 97, 4
CC1CCN(S(=O)(=O)c2ccc(C(=O)Nc3nnc(-c4ccncc4)o3)cc2)CC1
    -2, 91, 92, 89, 0, 0, -1, 103, 91, 92, 2
COC(=O)c1ccccc1NC(=S)NC(NC(=O)c1ccco1)C(Cl)(Cl)Cl (stereo not given)
    0, 94, 92, 91, -12, -8, -3, 94, 93, 92, -1
Clc1cccc(N/N=C/c2ccc(N3CCOCC3)cc2)c1
    0, 97, 101, 97, -2, 1, -2, 93, 96, 97, 0
Cc1ccc(NC(=O)c2ccc3nc[nH]c3c2)cc1C
    -16, 100, 102, 101, -10, -4, -7, 98, 96, 100, -13
CCOC(=O)c1oc2ccccc2c1NC(=O)CN1CCN(C)CC1
    -15, 102, 103, 104, -5, 0, 5, 104, 103, 101, -6
Cc1ccc(C(=O)NC(NCC2CCCO2)C(Cl)(Cl)Cl)cc1 (stereo not given)
    -10, 101, 103, 102, -11, -7, -8, 103, 101, 101, -6
Cc1nc2ccccc2c2oc(C(=O)NC3CC3)cc12
    -9, 93, 94, 91, -4, -1, -1, 98, 94, 93, -9
O=C(O)c1c(Cl)c(Cl)c(Cl)c(Cl)c1C(=O)N1CCCCCC1
    4, 93, 92, 92, 2, 12, 6, 95, 93, 90, -2
CCOC(=O)C1=C(C)NC(C)=C(C(=O)OC)C1c1cccc(Cl)c1Cl (stereo not given)
    0, 98, 96, 102, 0, 0, 0, 94, 100, 100, 2
